hIAP inh = blocks human intestinal alkaline phosphatase | 330,000 tested, 0.12% active | purified IAP, CDP-Star luminescence, 30 min | inhibition, % at 10 µM | AID 2544;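 active means inhibition reaching a set limit with compound at 10 µM in the primary screen, cut at about 35% in these data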;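 further: plate controls were DMSO wells with enzyme for no effect and no-enzyme buffer wells for full effect; values of inactives mirror those of a sister screen read the other way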
A3A deaminase = blocks human APOBEC3A ssDNA deamination; recombinant A3A, FAM/TAMRA ssDNA deamination fluorescence; 330,000 tested, 0.41% active; inhibition, % at 20 µM; AID 493011;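 active means at least 40% inhibition at 20 µM here, with at most 30% in a related deaminase screen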;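 further: plate controls were A3A with DMSO for no effect and wells lacking A3A enzyme for full effect; some results filed as inactive read as strong as hits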
Target sequence (P31941 whole entry, looked up): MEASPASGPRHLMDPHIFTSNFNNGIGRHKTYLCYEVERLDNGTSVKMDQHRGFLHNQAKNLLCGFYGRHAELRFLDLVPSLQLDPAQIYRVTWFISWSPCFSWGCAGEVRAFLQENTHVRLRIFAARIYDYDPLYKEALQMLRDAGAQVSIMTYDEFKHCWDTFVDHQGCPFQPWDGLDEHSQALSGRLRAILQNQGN
hIAP activ = increases human intestinal alkaline phosphatase activity. P09923. purified human IAP, CDP-Star luminescence, 30 min; hits give high values; 1 = vehicle-only enzyme, 0 = enzyme-free background. activation factor at 10 µM. 330,000 tested, 0.16% active;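 active means activation factor of the enzyme at least 2-fold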; further: the source names both 10 and 20 µM as test concentration; values of inactives mirror those of a sister screen read the other way
APOBEC3G inh = APOBEC3G (human) deaminase inhibition; inhibition, % at 20 µM; Q9HC16; 330,000 tested, 0.28% active; recombinant A3G, ssDNA deamination FAM/TAMRA fluorescence;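 active means inhibition of at least 40% at 20 µM, with no more than 30% in the related APOBEC3A deaminase screen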;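 further: plate controls were DMSO wells with A3G for no effect and wells lacking A3G enzyme for full effect; some compounds called inactive have numbers as strong as hits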
Target sequence (Q9HC16 whole entry, looked up): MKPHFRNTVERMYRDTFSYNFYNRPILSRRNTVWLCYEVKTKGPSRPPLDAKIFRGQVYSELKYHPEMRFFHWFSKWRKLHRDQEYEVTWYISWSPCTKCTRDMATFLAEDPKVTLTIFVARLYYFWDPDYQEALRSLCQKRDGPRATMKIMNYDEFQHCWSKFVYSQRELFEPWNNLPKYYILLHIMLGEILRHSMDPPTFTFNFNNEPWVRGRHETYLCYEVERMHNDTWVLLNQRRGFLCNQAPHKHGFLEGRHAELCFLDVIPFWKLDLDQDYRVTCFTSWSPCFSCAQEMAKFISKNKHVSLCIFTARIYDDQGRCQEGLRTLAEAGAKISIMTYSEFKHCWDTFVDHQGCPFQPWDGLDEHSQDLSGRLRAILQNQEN
MPTP inh = inhibitors of mitochondrial permeability transition pore. isolated mouse mitochondria, Ca2+ swelling absorbance, 30 min. inhibition, % at 10 µM. 360,000 tested, 1.4% active;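 active means inhibition of 50% or more, scaled per plate between neutral and stimulator controls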;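 further: 0% = DMSO wells given calcium and 100% = 1 mM EGTA wells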
mIAP activ = increases mouse intestinal alkaline phosphatase activity | muIAP, CDP-Star luminescence, 30 min; hits give high values; 1 = vehicle-only enzyme signal, 0 = enzyme-free wells | activation factor at 10 µM | 330,000 tested, 0.24% active;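 active means activation factor of at least 2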; further: the source names both 10 and 20 µM as test concentration; values of inactives mirror those of a sister screen read the other way
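Assay system: mouse IAP enzyme; reagent: chemiluminescent substrate CDP-Star; dosing: test compounds delivered from DMSO solution; schedule: 30 min at room temperature; measured by: luminescence from enzymatic CDP-Star hydrolysis; controls: DMSO-only wells and no-enzyme negative control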
mIAP block = mouse IAP inhibition | purified mouse IAP, CDP-Star luminescence, 30 min | AID 2806 | 330,000 tested, 0.2% active | inhibition, % at 10 µM;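 active means inhibition of at least 40% at 10 µM in the primary screen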;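 further: plate controls were DMSO with enzyme for no effect and no enzyme wells for full effect; values of inactives mirror those of a sister screen read the other way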
ATG4B inhibitor = blocks human ATG4B protease cleavage of LC3 substrate | Q9Y4P1 | inhibition, % at 8.33 µM | ATG4B cleavage of LC3-PLA2, NBD-HPC fluorescence, 1 h | AID 504462 | 340,000 tested, 0.51% active; in the data active means inhibition above about 40%
Target sequence (Q9Y4P1 whole entry, looked up): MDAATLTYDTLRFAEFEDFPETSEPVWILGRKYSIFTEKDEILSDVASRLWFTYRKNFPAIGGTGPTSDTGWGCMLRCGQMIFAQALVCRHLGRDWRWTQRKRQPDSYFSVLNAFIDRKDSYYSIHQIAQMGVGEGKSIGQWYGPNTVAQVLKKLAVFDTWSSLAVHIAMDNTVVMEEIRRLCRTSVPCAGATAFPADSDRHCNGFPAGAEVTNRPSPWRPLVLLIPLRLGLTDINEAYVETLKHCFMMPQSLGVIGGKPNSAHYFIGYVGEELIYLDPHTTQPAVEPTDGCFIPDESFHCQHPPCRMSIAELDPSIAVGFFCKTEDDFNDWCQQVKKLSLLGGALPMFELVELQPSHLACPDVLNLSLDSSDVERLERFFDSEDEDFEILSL
MIN6 prolif = induces beta-cell replication in MIN6 cells; MIN6 cells proliferation, ATPlite luminescence, 48 h; cells starved in 0.2% serum; 100% = growth in 10% serum; 330,000 tested, 0.29% active; proliferation, % at 10 µM;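 active means compounds whose signal lies at least 3.5 SD above the mean of all wells on their plate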;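 further: 0% = DMSO-treated cells in low-serum medium and 100% = 10% serum control; some compounds called inactive have numbers as strong as hits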
* hit, by the source's call. Compounds were not picked by outcome; about 3.3% have a hit in one of these screens.

Screening Cn1cccc1C(=O)NC(=O)COC(=O)c1ccc(S(C)(=O)=O)cc1 returned hIAP inh -13, A3A deaminase -5, hIAP activ 1.1, APOBEC3G inh -7, MPTP inh -1.8, mIAP activ 1.1, mIAP block -6, ATG4B inhibitor 6 and MIN6 prolif -1.
`CC(=O)c1cc(NC(=O)c2cccc(C(F)(F)F)c2)c(=O)oc1/C=C/N(C)C` gave hIAP inh 18, A3A deaminase -2, hIAP activ 0.82, APOBEC3G inh -6, MPTP inh 1.7, mIAP activ 0.78, mIAP block 22, ATG4B inhibitor -11 and MIN6 prolif -3.
Cc1ccccc1OCC(=O)NNC(=S)NC(=O)c1ccco1 was read as hIAP inh -91, A3A deaminase 2, hIAP activ 1.9, APOBEC3G inh 15, MPTP inh -2.2, mIAP activ 0.87, mIAP block 13, ATG4B inhibitor -12 and MIN6 prolif -4.
CC(=O)Nc1ccccc1N(CC(O)Cn1c2ccccc2c2ccccc21)S(=O)(=O)c1ccc(C)cc1 (configuration not stated) was read as hIAP inh -26, A3A deaminase -3, hIAP activ 1.3, APOBEC3G inh -7, MPTP inh 19, mIAP activ 1.8, mIAP block -76, ATG4B inhibitor -27 and MIN6 prolif -5.
`O=C(Nc1cccc2ncccc12)C12CC3CC(CC(C3)C1)C2` gave hIAP inh 6, A3A deaminase 5, hIAP activ 0.94, APOBEC3G inh 2, MPTP inh 0.1, mIAP activ 1, mIAP block -4, ATG4B inhibitor -9 and MIN6 prolif -3.
Cc1nc2cc(NC(=O)c3ccco3)ccc2n1C was read as hIAP inh 34, A3A deaminase -4, hIAP activ 0.66, APOBEC3G inh 12, MPTP inh -1.1, mIAP activ 1, mIAP block -1, ATG4B inhibitor 0 and MIN6 prolif -4.
Cc1cc(NC(=O)C(=O)c2cn(C)c3ccccc23)no1 was read as hIAP inh -2, A3A deaminase -1, hIAP activ 1, APOBEC3G inh -10, MPTP inh 0.4, mIAP activ 0.94, mIAP block 6, ATG4B inhibitor 1 and MIN6 prolif 2.
For O=C(CSC1CC(=O)N(c2ccc(C(=O)O)cc2)C1=O)Nc1ccc2ccccc2c1 (configuration not stated) the results were hIAP inh -2, A3A deaminase -8, hIAP activ 1, APOBEC3G inh -17, MPTP inh -0.8, mIAP activ 0.94, mIAP block 6, ATG4B inhibitor -7 and MIN6 prolif -6.
Screening COc1cc(-c2nnc(SCC(=O)/C(C#N)=C(\C)N)o2)cc(OC)c1OC returned hIAP inh -15, A3A deaminase 2, hIAP activ 1.2, APOBEC3G inh -1, MPTP inh -1.0, mIAP activ 1, mIAP block 0, ATG4B inhibitor 2 and MIN6 prolif -3.
Screening CCOc1nc(-c2ccccc2)ccc1-c1noc(-c2cccs2)n1 returned hIAP inh -7, A3A deaminase 0, hIAP activ 1.1, APOBEC3G inh -3, MPTP inh -2.5, mIAP activ 0.97, mIAP block 3, ATG4B inhibitor -4 and MIN6 prolif -2.
`COc1ccccc1OCC(=O)Nc1cc(C(F)(F)F)ccc1-n1cncn1` gave hIAP inh 4, A3A deaminase -2, hIAP activ 0.96, APOBEC3G inh -14, MPTP inh -2.0, mIAP activ 0.9, mIAP block 10, ATG4B inhibitor -2 and MIN6 prolif 2.
O=S(=O)(c1ccc2c(c1)OCCO2)N1CCC(c2nc3ccccc3[nH]2)CC1 was read as hIAP inh 5, A3A deaminase -3, hIAP activ 0.95, APOBEC3G inh -4, MPTP inh -0.3, mIAP activ 1.1, mIAP block -11, ATG4B inhibitor -6 and MIN6 prolif -3.
CCNC(=O)C12CCC(C)(c3nc4cc(C)c(C)cc4nc31)C2(C)C (configuration not stated) was read as hIAP inh -13, A3A deaminase 2, hIAP activ 1.1, APOBEC3G inh -8, MPTP inh -0.8, mIAP activ 0.98, mIAP block 2, ATG4B inhibitor -14 and MIN6 prolif 1.
Screening NC(=O)Cc1ccc(C(=O)CSc2nnc(-c3ccncc3)n2C2CC2)s1 returned hIAP inh -10, A3A deaminase 5, hIAP activ 1.1, APOBEC3G inh 18, MPTP inh -0.1, mIAP activ 0.8, mIAP block 20, ATG4B inhibitor 23 and MIN6 prolif -2.
For CC(=O)c1ccc(NC(=O)Cn2c(=O)oc3ccccc32)cc1 the results were hIAP inh -30, A3A deaminase -4, hIAP activ 1.3, APOBEC3G inh -4, MPTP inh 0.1, mIAP activ 1, mIAP block -3, ATG4B inhibitor -5 and MIN6 prolif -4.
For c1ccc(-c2nnc3n2-c2ccccc2SC3)cc1 the results were hIAP inh 1, A3A deaminase -2, hIAP activ 0.99, APOBEC3G inh -7, MPTP inh -0.2, mIAP activ 1.1, mIAP block -8, ATG4B inhibitor -2 and MIN6 prolif 4.
For Cc1c(N/C(=N/S(=O)(=O)c2ccccc2)c2ccc(Cl)cc2)c(=O)n(-c2ccccc2)n1C the results were hIAP inh -30, A3A deaminase 2, hIAP activ 1.3, APOBEC3G inh 0, MPTP inh 0.6, mIAP activ 1, mIAP block -1, ATG4B inhibitor 7 and MIN6 prolif 0.
`O=Cc1ccc(Oc2ccc(F)cc2)nc1` gave hIAP inh 1, A3A deaminase 2, hIAP activ 0.99, APOBEC3G inh -2, MPTP inh -5.8, mIAP activ 1, mIAP block -1, ATG4B inhibitor 8 and MIN6 prolif -2.
For COc1ccc2sc(-c3ccc(S(C)(=O)=O)cc3)c(C(=O)NCCCN3CCCC3=O)c2c1 the results were hIAP inh 10, A3A deaminase -6, hIAP activ 0.9, APOBEC3G inh -8, MPTP inh -2.5, mIAP activ 0.99, mIAP block 1, ATG4B inhibitor -1 and MIN6 prolif 2.
Fc1ccc(Br)cc1/C=N/N1CCN(c2ccccc2)CC1 was read as hIAP inh 14, A3A deaminase -5, hIAP activ 0.85, APOBEC3G inh -6, MPTP inh 0.2, mIAP activ 0.89, mIAP block 11, ATG4B inhibitor -6 and MIN6 prolif -3.
Screening Cc1ccc(CNC(=O)Cn2c([N+](=O)[O-])cnc2C)cc1 returned hIAP inh 16, A3A deaminase -2, hIAP activ 0.84, APOBEC3G inh -5, MPTP inh -0.7, mIAP activ 0.99, mIAP block 0, ATG4B inhibitor -16 and MIN6 prolif -2.
For O=C(OCc1ccccc1)c1ccccc1O the results were hIAP inh -8, A3A deaminase 5, hIAP activ 1.1, APOBEC3G inh 5, mIAP activ 1, mIAP block -1, ATG4B inhibitor -20 and MIN6 prolif -1.
COc1cc(/C=N/NC(=O)CCC(=O)Nc2ccc(Br)cc2)ccc1O was read as hIAP inh 10, A3A deaminase -3, hIAP activ 0.9, APOBEC3G inh -6, MPTP inh 0.0, mIAP activ 1, mIAP block -1, ATG4B inhibitor -4 and MIN6 prolif 0.
CC(NC(=O)C(c1ccccc1)c1ccccc1)c1ccc(S(N)(=O)=O)cc1 (configuration not stated) was read as hIAP inh -17, A3A deaminase 0, hIAP activ 1.2, APOBEC3G inh -3, MPTP inh -1.9, mIAP activ 1.1, mIAP block -7, ATG4B inhibitor -22 and MIN6 prolif -2.
O=C(CN1C(=O)CSC1=O)N1CCCCC1 was read as hIAP inh -25, A3A deaminase -1, hIAP activ 1.2, APOBEC3G inh 0, MPTP inh -2.1, mIAP activ 1, mIAP block -4, ATG4B inhibitor 2 and MIN6 prolif -1.
Screening CS(=O)(=O)N1CCN(c2ccc(NC(=O)c3ccccc3)cc2)CC1 returned hIAP inh -6, A3A deaminase -5, hIAP activ 1.1, APOBEC3G inh -7, MPTP inh -2.7, mIAP activ 0.98, mIAP block 2, ATG4B inhibitor -4 and MIN6 prolif -2.
`COc1ccc(C(=O)Nc2ccc(CN3CCOCC3)cc2)cc1` gave hIAP inh -12, A3A deaminase 2, hIAP activ 1.1, APOBEC3G inh -3, MPTP inh -3.3, mIAP activ 0.96, mIAP block 4, ATG4B inhibitor -12 and MIN6 prolif -2.
`O=C(COc1ccc(Cl)cc1Cl)NC(=O)N1CCOCC1` gave hIAP inh 12, A3A deaminase -1, hIAP activ 0.88, APOBEC3G inh -5, MPTP inh -0.3, mIAP activ 0.99, mIAP block 1, ATG4B inhibitor -1 and MIN6 prolif 3.
Cc1ccc(Cl)cc1NC(=O)C1CCCN(S(C)(=O)=O)C1 (configuration not stated) was read as hIAP inh 16, A3A deaminase 1, hIAP activ 0.84, APOBEC3G inh -4, MPTP inh -0.7, mIAP activ 1, mIAP block -2, ATG4B inhibitor -3 and MIN6 prolif 0.
For Cc1onc(-c2ccccc2)c1NC(=O)Nc1c(-c2ccccc2)noc1C the results were hIAP inh -19, A3A deaminase -1, hIAP activ 1.2, APOBEC3G inh 1, MPTP inh 0.8, mIAP activ 1.1, mIAP block -12, ATG4B inhibitor -5 and MIN6 prolif 0.

2 compounds picked at random from those above:
For Cc1onc(-c2ccccc2)c1NC(=O)Nc1c(-c2ccccc2)noc1C the results were hIAP inh -19, A3A deaminase -1, hIAP activ 1.2, APOBEC3G inh 1, MPTP inh 0.8, mIAP activ 1.1, mIAP block -12, ATG4B inhibitor -5 and MIN6 prolif 0.
O=C(CN1C(=O)CSC1=O)N1CCCCC1 was read as hIAP inh -25, A3A deaminase -1, hIAP activ 1.2, APOBEC3G inh 0, MPTP inh -2.1, mIAP activ 1, mIAP block -4, ATG4B inhibitor 2 and MIN6 prolif -1.

Other compounds:
CC(=O)Oc1ccc2oc3c(c2c1)C(=O)CCC3 was read as hIAP inh 8, A3A deaminase -1, hIAP activ 0.92, APOBEC3G inh -7, MPTP inh 1.4, mIAP activ 0.99, mIAP block 1, ATG4B inhibitor -7 and MIN6 prolif 1.
O=C(NCc1ccc2c(c1)OCO2)C1CCCN1C(=O)Nc1ccccc1 (configuration not stated) was read as hIAP inh 7, A3A deaminase -1, hIAP activ 0.93, APOBEC3G inh -7, MPTP inh -0.6, mIAP activ 1.1, mIAP block -5, ATG4B inhibitor -18 and MIN6 prolif -1.
Screening CCOC(=O)CCCNC(=O)CCNC(=O)c1ccc(OCC(C)C)cc1 returned hIAP inh -6, A3A deaminase -2, hIAP activ 1.1, APOBEC3G inh -10, MPTP inh 1.2, mIAP activ 1.1, mIAP block -11, ATG4B inhibitor -8 and MIN6 prolif 0.
`COc1ccc(N2C(=O)C(CC(=O)Nc3ccccc3)N(CCc3ccc(OC)c(OC)c3)C2=O)cc1` (configuration not stated) gave hIAP inh -1, A3A deaminase -2, hIAP activ 1, APOBEC3G inh -6, MPTP inh 1.3, mIAP activ 1.1, mIAP block -6, ATG4B inhibitor -19 and MIN6 prolif -1.
Screening CC(OC(=O)c1ccc2c(c1)OCO2)C(=O)NC1CCCCC1C (configuration not stated) returned hIAP inh -10, A3A deaminase 29, hIAP activ 1.1, APOBEC3G inh -4, MPTP inh 0.3, mIAP activ 0.99, mIAP block 0, ATG4B inhibitor 1 and MIN6 prolif 2.
Screening Cn1cccc1CC(=O)N/N=C/c1cc([N+](=O)[O-])ccc1Cl returned hIAP inh 4, A3A deaminase 0, hIAP activ 0.96, APOBEC3G inh -8, MPTP inh -1.4, mIAP activ 0.98, mIAP block 2, ATG4B inhibitor -13 and MIN6 prolif -1.
`CCCCCCCCNC(=O)CCNC(=O)c1ccc(C(C)(C)C)cc1` gave hIAP inh -12, A3A deaminase 0, hIAP activ 1.1, APOBEC3G inh -4, MPTP inh 23, mIAP activ 1.3, mIAP block -34, ATG4B inhibitor -5 and MIN6 prolif -5.
CCOC(=O)c1sc(NC(=O)CSc2nnc(-c3ccco3)o2)c(C(=O)OCC)c1C was read as hIAP inh -6, A3A deaminase -5, hIAP activ 1.1, APOBEC3G inh -10, MPTP inh -1.3, mIAP activ 0.86, mIAP block 14, ATG4B inhibitor -4 and MIN6 prolif 0.
O=C(O)c1ccc(CNCc2ccccc2F)cc1 was read as hIAP inh 0, A3A deaminase 5, hIAP activ 1, APOBEC3G inh -2, MPTP inh 2.7, mIAP activ 1.1, mIAP block -7, ATG4B inhibitor 12 and MIN6 prolif 2.
